Assay outcomes deposited in PubChem BioAssay by National Center for Advancing Translational Sciences (NCATS).
KB-3-1 cytotox: kills parental KB-3-1 adenocarcinoma cells; KB-3-1 viability, CellTiter-Glo ATP luminescence, 72 h; Potency, µM (titrated, usually from 46.1 µM), for inactives: at the highest dose activity change, negative = cytotoxic, hits mostly cytotoxic; 1.4% of 400,000 active; note: potency is the fitted concentration of half-maximal effect; % is set by controls: 0 for no effect and ±100 for the full control effect; nearly all actives have a fitted effect of over 60% in size
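Here the drug-naive KB-3-1 line serves as comparator for MDR sub-line selectivity; cells received compound titrations, 72 h at 37 °C, then CellTiter-Glo readout.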
GLP-1R agonist: activates the human GLP-1 receptor. P43220. 0.007% of 380,000 active. Potency, µM (highest dose often 45.6 µM), for inactives: top-dose activation, most hits filed as activators. HEK293 GLP-1R CRE-luciferase, luminescence, 4-6 h; cells express a hypersensitive GLP-1R form; note: potency is the fitted concentration of half-maximal effect; % of control where 0% means no effect
Target sequence (P43220 whole entry, looked up): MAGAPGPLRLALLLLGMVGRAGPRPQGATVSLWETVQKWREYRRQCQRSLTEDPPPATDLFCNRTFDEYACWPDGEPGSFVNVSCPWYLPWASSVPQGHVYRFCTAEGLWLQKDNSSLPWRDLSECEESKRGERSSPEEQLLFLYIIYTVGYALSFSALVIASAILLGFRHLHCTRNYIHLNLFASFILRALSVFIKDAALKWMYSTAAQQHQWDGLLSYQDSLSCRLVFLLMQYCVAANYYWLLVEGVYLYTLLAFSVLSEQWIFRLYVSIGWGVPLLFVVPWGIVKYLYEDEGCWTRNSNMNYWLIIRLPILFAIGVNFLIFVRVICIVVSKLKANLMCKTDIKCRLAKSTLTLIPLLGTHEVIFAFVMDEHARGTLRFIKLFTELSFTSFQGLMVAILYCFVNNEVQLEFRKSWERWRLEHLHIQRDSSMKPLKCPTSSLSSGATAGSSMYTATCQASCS
IL-1B inflam inh: inhibitors of inflammasome signaling (IL-1 beta secretion) | AID 743279 | THP-1 LPS/ATP IL-1B secretion, AlphaLISA, 16 h; active compounds read low | activity change, % at 57.5 µM | 4.7% of 360,000 active; in the data active = activity change below about -50%; inconclusive = mostly about -30% to -49%; note: % is set by controls: 0 for no effect and ±100 for the full control effect
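THP-1 cells pretreated 1 hr with compounds (up to 57.5 uM final), then stimulated with LPS (250 ng/mL final) plus ATP (1.25 mM final); secreted IL-1B measured by AlphaLISA after 16 hr, decreased signal indicating inhibition.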
SW480 rereplic: DNA re-replication induction in SW480 cells; SW480 DNA re-replication, Hoechst DNA content imaging, 48 h; Potency, µM (top dose mostly 46.1 µM), without a hit: top-dose re-replication activation, most hits filed as activators; 1.8% of 340,000 active; note: potency is the fitted concentration of half-maximal effect; % of control where 0% means no effect; nearly all actives have a fitted effect of over 55% in size
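Image-based DNA-content assay: after two days of treatment, nuclei were labelled with the DNA dye Hoechst and imaged, and hits were compounds raising the count of nuclei showing high fluorescence intensity.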
HT1080NT lethal: kills 2HG-producing HT-1080-NT fibrosarcoma cells | HT-1080-NT fibrosarcoma viability, CellTiter-Glo ATP luminescence, 48 h | Potency, µM (series often up to 46.1 µM), for the others: at the top dose activity, negative = less viability, actives largely listed as cytotoxic | 1.6% of 360,000 active;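 note: NT is the 2HG producing partner of a matched IDH1 knockdown line; potency is the fitted concentration of half-maximal effect; 0% = DMSO-treated cells and -100% = media-only wells without cells; nearly all actives have a fitted effect of over 55% in size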
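Compounds were tested in concentration-response format on HT-1080-NT cells for 48 hours at 37 degrees C. Cell viability came from CellTiter-Glo luminescence; curves were classified by r2, response magnitude and activity.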
HT1080 IDH1KD tx: kills HT-1080 cells with IDH1 knockdown | 2% of 360,000 active | AID 686971 | HT-1080 IDH1 knockdown viability, ATP luminescence, 48 h | Potency, µM (highest dose often 46.1 µM), without a hit: at the highest dose activity, negative = toxicity, usual class: cytotoxic;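 note: potency is the fitted concentration of half-maximal effect; 0% = DMSO wells and -100% = cell-free medium wells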
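Knockdown cells (IDH1KD HT-1080) received compounds 2 h after plating at 750 cells/well and were kept 48 h at 37 °C in 5% FBS RPMI. A CellTiter-Glo luminescence read gave % activity for curve fitting.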
D3 antag: D3 dopamine receptor (human) antagonism. 2.5% of 360,000 active. max response, negative = inhibition, %. D3R cells, DiscoveRx beta-arrestin luminescence, antagonist mode; active compounds read low; in the data active = max response below about -50%; inconclusive = no clear call, values can overlap the other calls; note: % is set by controls: 0 for no effect and ±100 for the full control effect; mostly tested at two doses, the higher about 12 µM
Target sequence (P35462 whole entry, looked up): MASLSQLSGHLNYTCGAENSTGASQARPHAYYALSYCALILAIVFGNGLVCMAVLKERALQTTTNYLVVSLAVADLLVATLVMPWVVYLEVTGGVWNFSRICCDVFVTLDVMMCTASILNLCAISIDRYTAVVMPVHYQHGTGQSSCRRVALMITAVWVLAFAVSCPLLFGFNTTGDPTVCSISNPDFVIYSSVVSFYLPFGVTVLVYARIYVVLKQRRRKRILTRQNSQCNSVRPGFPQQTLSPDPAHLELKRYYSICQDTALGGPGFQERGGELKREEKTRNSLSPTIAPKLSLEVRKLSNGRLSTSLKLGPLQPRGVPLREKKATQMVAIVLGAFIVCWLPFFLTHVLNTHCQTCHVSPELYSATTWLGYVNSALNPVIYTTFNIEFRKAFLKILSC
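Cells expressing the human receptor were seeded at 1500 cells/well, incubated overnight at 37 degrees C in 5% CO2, then exposed to library compounds with dopamine controls for 90 minutes at 37 degrees C before luminescent detection.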
KB-V1 MDR tox: KB-V1 MDR subline cytotoxicity; AID 1347076; Potency, µM (top dose mostly 46.1 µM), without a hit: top-dose activity change, negative = cytotoxicity, actives largely listed as cytotoxic; KB-V1 MDR cells viability, CellTiter-Glo, 72 h; 3.4% of 400,000 active; note: potency is the fitted concentration of half-maximal effect; % is set by controls: 0 for no effect and ±100 for the full control effect; nearly all actives have a fitted effect of over 60% in size
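Readout: CellTiter-Glo luminescence, 10 min after addition. Cells: KB-V1 MDR subline, 72 h at 37 degrees C with compound. Analysis: corrected, normalized data fitted to concentration-effect curves.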
DRD3 agonist: activates the human D3 dopamine receptor; AID 652048; D3R DiscoveRx beta-arrestin cells, luminescence, 90 min; 0.58% of 410,000 active; P35462; max activation, %; in the data active = max activation above about 30%; note: 0% is about no effect; mostly tested at two doses, the higher about 12 µM
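Cells at 1500/well, incubated overnight, then treated with pinned compounds (dopamine as control) for 90 min at 37 degrees C. DiscoveRx reagent added for 30 - 60 minutes at room temperature; luminescence read.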
Active calls of the source: *; ? = inconclusive; . = no result given; & = joins results of further samples; [ ] = dose if it differs, or a comment. Unless noted, calls come from the whole dose curve; as a rule, active = well fitted curve in the direction sought with a large enough effect; inconclusive = small, poorly fitted or top-dose-only effect, or another doubt; inactive = no such curve, though single readings can be large; an effect the other way counts as inactive or inconclusive.

SMILES	KB-3-1 cytotox	GLP-1R agonist	IL-1B inflam inh	SW480 rereplic	HT1080NT lethal	HT1080 IDH1KD tx	D3 antag	KB-V1 MDR tox	DRD3 agonist
Cc1cc(C)cc(NC(=O)CN2CCc3ccccc3C2)c1	8%	1%	-21	-3%	-1%	-9%	-67*	-8%	0
CSc1ccc(Cn2c(C)c(C(=O)NCc3ccc4c(c3)OCO4)sc2=O)cc1	?	1%	?	.	-8%	-9%	11	?	2
O=C(CS(=O)(=O)Cc1ccccc1)NCC1CCCO1 (stereo not drawn)	7%	-12%	10	-3%	19%	26%	13	4%	3
COc1ccc(C2=NO[C@@H]3[C@@H]4C[C@@H]([C@H]5C(=O)N(c6ccc7c(c6)OCO7)C(=O)[C@@H]45)[C@H]23)cc1OC	24%	-2%	26	1%	2%	3%	-5	14%	-1
CCCCOc1ccc(/C=C(\C(=O)O)c2ccc(S(=O)(=O)N3CCCC3)s2)cc1	-6%	2%	22	-19%	-14%	-11%	0	?	7
Cc1cccn2c(=S)[nH]nc12	4%	-7%	10	-6%	2%	5%	-23	5%	1
CC(=O)c1cccc(NC(=O)CO/N=C2/CCCc3nonc32)c1	-3%	4%	25	-10%	-4%	-7%	4	-20%	2
CCOC(=O)c1ccc(N2C(=O)c3[nH]nc(-c4ccc(OCC)cc4)c3C2c2cccs2)cc1 (stereo not drawn)	?	2%	.	.	.	.	.	?	3
O=C(COC(=O)Cc1ccc(S(=O)(=O)N2CCOCC2)s1)Nc1ccc(F)cc1F	8%	-6%	-2	-4%	1%	5%	25	-3%	5
COc1ccc(C(=O)N2CCOCC2)cc1Br	8%	-9%	-2	-11%	5%	3%	-8	10%	2
Cc1onc(-c2ccccc2Cl)c1C(=O)Nc1ccccc1N1CCOCC1	-8%	-10%	-17	-7%	0%	-13%	25	-10%	4
CCCCCC(=O)OCCc1c(C)nc2nc[nH]n2c1=O	2%	0%	-1	-1%	9%	3%	6	7%	4
O=C(c1n[nH]c2ccccc12)N1CCCCC1	6%	-2%	6	-9%	1%	4%	2	8%	-1
CCc1nnc(NC(=O)CCn2cnc3ccccc3c2=O)s1	14%	13%	24	-2%	16%	16%	-12	15%	3
Cc1cc(C)n(-c2nc(-c3ccc(Cl)c(Cl)c3)cs2)n1	5%	-9%	20	-2%	?	13%	2	4%	0
Cc1nc(C)c(C(=O)Nc2cccc(Cl)c2)o1	7%	-9%	0	-2%	0%	5%	14	2%	1
CN(C)S(=O)(=O)c1ccc(NC(=O)CCNC(=O)c2ccc([N+](=O)[O-])cc2)cc1	16%	10%	-12	-4%	3%	1%	14	-3%	0
CC(=O)Nc1ccc(OC(=O)c2ccc(Br)c([N+](=O)[O-])c2)cc1	1%	0%	-147*	13%	11%	?	-25	1%	-7
CN(c1ccc(C(=O)N2CCN(c3ccc(F)cc3)CC2)cc1)S(C)(=O)=O	2%	-3%	-17	1%	1%	-5%	12	-2%	-1
CCCc1nnc(SCC(=O)N2CCOCC2)n1CC1CCCO1 (stereo not drawn)	4%	1%	10	4%	29%	11%	5	?	3
Cc1cc(C)nc(SCC(=O)NNS(=O)(=O)c2ccc(C#N)cc2)n1	5%	-3%	10	?	-5%	-2%	-25	9%	-12
O=C(Nc1cccc(NC(=O)c2cccs2)c1)c1ccc(F)cc1	21%	24%	-61*	4%	-1%	0%	4	-16%	0
COC(=O)[C@H](CC(C)C)NC(=O)N1CCCCC1C (stereo partly drawn)	-4%	-7%	7	-2%	-6%	-4%	-12	-2%	3
Cc1ccc(C(CNS(=O)(=O)c2ccc(F)cc2C)N2CCN(C)CC2)cc1 (stereo not drawn)	-11%	5%	-24	-79%[inhibitor]	-30%	-17%	-5	-9%	-9
COc1ccc(N=Cc2cccc(C)c2O)cc1Cl	0%	0%	18	-3%	3%	-1%	0	?	-6

The listing continues:
SMILES	KB-3-1 cytotox	GLP-1R agonist	IL-1B inflam inh	SW480 rereplic	HT1080NT lethal	HT1080 IDH1KD tx	D3 antag	KB-V1 MDR tox	DRD3 agonist
CCN(CC)C(=O)C1=C(C)N(CCCN2CCCC2=O)C(=O)C(CC(=O)NC2CCCCC2)C1 (stereo not drawn)	7%	-3%	15	.	1%	-2%	4	-12%	1
CCC1(C(=O)OC)NC(c2cccc(F)c2)C2C(=O)N(C)C(=O)C21 (stereo not drawn)	-8%	3%	-12	0%	-3%	2%	1	-10%	-1
COc1cccc(NC(=S)NN2C(C)CCCC2C)c1 (stereo not drawn)	-8%	5%	10	-8%	6%	3%	12	-24%	1
CCOC(=O)CN1C(c2ccc(O)cc2)Nc2ccc(Br)cc2C1c1ccccc1 (stereo not drawn)	?	-5%	-102*	?	16µM*	?	6	?	-1
COc1ccc(S(=O)(=O)N2CCC(C(=O)N[C@@H](C)C(=O)NCc3ccncc3)CC2)cc1	-2%	-2%	11	-5%	-1%	4%	5	-21%	0
Cc1ccc(/C=C2\SC(=S)N(C3CCS(=O)(=O)C3)C2=O)o1 (stereo not drawn)	0%	-8%	-20	16µM*	-14%	-29%	-9	-7%	-9
CCNC(=O)NC(=O)COC(=O)CNC(=O)COc1ccccc1	1%	-11%	14	-3%	17%	12%	17	2%	0
COc1ccc(CN2C(=O)C(CC(=O)NCCN3CCOCC3)CC(C(=O)N3CCCCCC3)=C2C)cc1 (stereo not drawn)	19%	-3%	15	.	0%	20%	0	1%	-9
NC(=O)c1cnn2c(-c3cccc(C(F)(F)F)c3)ccnc12	-5%	14%	.	?	9%	14%	-5	0%	5
CC(C)CNC(=O)COC(=O)/C=C/c1ccccc1[N+](=O)[O-]	-5%	2%	22	-4%	2%	-8%	-9	20%	1
COc1ccc(N(C(C)C(=O)NN=C2CCCC2)S(C)(=O)=O)cc1 (stereo not drawn)	3%	7%	8	-26%	13%	0%	4	16%	1
O=C(Nc1ccc2c(c1)OCO2)N1CCC(CO)(CC2CCCCO2)CC1 (stereo not drawn)	-2%	7%	-9	2%	13%	2%	-8	7%	-1
O=c1c(Cc2ccc(Cl)cc2)c(O)ccn1Cc1ccccc1	-4%	5%	43	-3%	-2%	-1%	10	19%	-21
CNC(=O)C1CC(=O)N(c2ccc(OCC(=O)N3CCCC3)cc2)C1 (stereo not drawn)	8%	18%	-7	-7%	0%	9%	-1	?	9
CC(=O)N1c2ccc(S(=O)(=O)N3CCCC3)cc2CC1C(=O)Nc1cc(C)cc(C)c1 (stereo not drawn)	-13%	0%	13	-1%	0%	-4%	-3	-21%	8
CCNC(=O)C(C)Sc1ccc(Cl)cc1 (stereo not drawn)	-7%	-3%	0	7%[9.22 µM]	-3%	2%	-11	0%	-3
Cc1ccc(S(=O)(=O)N(C)C[C@H]2OCc3cn(nn3)CCCC(=O)N([C@H](C)CO)C[C@@H]2C)cc1	16%	7%	15	.	17%	18%	-5	?	-4
COC(=O)c1cn(NC(=O)Cn2nc([N+](=O)[O-])c(Cl)c2C)c(=O)c2ccccc12	-5%	-1%	19	-1%	10%	8%	-9	-1%	6
COc1ccc(C2C(C(N)=O)=C(C)Nc3nc(SCc4ccccc4Cl)nn32)cc1OC (stereo not drawn)	-9%	1%	.	.	.	.	.	?	-11
COc1ccc(-c2nn(-c3ccccc3)cc2CNC[C@H]2O[C@@H](n3cnc4c(N)ncnc43)[C@H](O)[C@@H]2O)cc1	-2%	10%	?	4%	4%	-1%	27	0%	8
CC1CCCC(NC(=O)/C=C/c2c(F)cccc2Cl)C1C (stereo not drawn)	-5%	16%	7	2%	10%	5%	-19	-6%	-6
Cc1cccc(N(C)S(=O)(=O)c2c(C)[nH]c(C)c2C(=O)N2CCCC2)c1	-2%	-5%	1	18%	8%	-10%	-3	21%	-16
CN(C)c1ccc(-c2nc3n(n2)C(c2cccnc2)C2=C(CC(C)(C)CC2=O)N3)cc1 (stereo not drawn)	16%	6%	17	?	5%	0%	-13	?	-2
O=S1(=O)CC(N2CCN(CC3CC3)CC2)CN1Cc1ccc(F)cc1 (stereo not drawn)	0%	-1%	31	.	27%	13%	-9	0%	-9
O=C1CC(N2CCN(c3ccccc3Cl)CC2)C(=O)N1c1ccc(F)cc1 (stereo not drawn)	-8%	0%	22	0%	6%	7%[9.24 µM]	-9	2%	-2

(further entries)
SMILES	KB-3-1 cytotox	GLP-1R agonist	IL-1B inflam inh	SW480 rereplic	HT1080NT lethal	HT1080 IDH1KD tx	D3 antag	KB-V1 MDR tox	DRD3 agonist
CC(C)(C)c1ccc(C(=O)Nc2c3c(nn2C(C)(C)C)CS(=O)(=O)C3)cc1	1%	10%	-4	30%	10%	-28%	1	-17%	1
CCc1nc(N=Nc2c(O)[nH]c3ccccc23)c2c3c(sc2n1)CCC3	15%	-5%	-25	0%	20%	21%	16	?	6
COc1ccc(N2CCN(C(=O)c3c(C)nn(-c4ccc(F)cc4)c3-n3cccc3)CC2)cc1	?	5%	.	.	.	.	.	?	4
CCN1CCN(CCNC(=O)c2ccc3c(c2)NC(=O)/C(=C\c2cccc(Cl)c2)S3)CC1	-1%	-2%	12	.	-7%	-15%	?	17%	-2
CC(=O)c1ccc2c(c1)N(Cc1ccccc1Cl)C(=O)C(C)S2 (stereo not drawn)	?	25%	18	.	-16%	-9%	19	?	7
CCc1cccc(C)c1NC(=O)Cn1nc(C)n2cccc2c1=O	4%	0%	7	-7%	-1%	9%	-9	0%	0&-10

Structural class: those above with bromine (3)
SMILES	KB-3-1 cytotox	GLP-1R agonist	IL-1B inflam inh	SW480 rereplic	HT1080NT lethal	HT1080 IDH1KD tx	D3 antag	KB-V1 MDR tox	DRD3 agonist
COc1ccc(C(=O)N2CCOCC2)cc1Br	8%	-9%	-2	-11%	5%	3%	-8	10%	2
CC(=O)Nc1ccc(OC(=O)c2ccc(Br)c([N+](=O)[O-])c2)cc1	1%	0%	-147*	13%	11%	?	-25	1%	-7
CCOC(=O)CN1C(c2ccc(O)cc2)Nc2ccc(Br)cc2C1c1ccccc1 (stereo not drawn)	?	-5%	-102*	?	16µM*	?	6	?	-1
